Screens: PubChem BioAssay, several laboratories
IMP-1 inhibitor: IMP-1 metallo-beta-lactamase inhibitors, primary screen, biochemical, epi-absorbance readout, Pseudomonas aeruginosa enzyme; inhibition, % at 5.6 µM; AID 1556, 2009; hit rate 0.45% among 290,000; metallo-beta-lactamase IMP-1 (Pseudomonas aeruginosa); purified IMP-1, nitrocefin hydrolysis, epi-absorbance fluorescence;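 active means inhibition above the mean plus 3 SD of all compounds in the same screening run, cut at about 4.5% in these data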;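 further: 0% = IMP-1 with DMSO and 100% = DMSO wells lacking enzyme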
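Assay system: purified IMP-1; Quantity: IMP-1 0.2 nM before substrate addition; Medium: HEPES buffer pH 7.1 with ZnSO4 and Brij 35; Incubation: 15 min enzyme–compound preincubation, then 25 min nitrocefin reaction, 25 °C; Signal: fluorescence quenching readout, ex 480/em 530 nm; Controls: DMSO with and without IMP-1; Repeats: singlicate testing.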
HCV NS3 hel inh: inhibitors of HCV NS3 helicase, primary screen, biochemical, Cy5 molecular beacon fluorescence. NS3 helicase DNA unwinding. AID 1800, 2009. hit rate 0.56% among 290,000. Hepatitis C virus NS3 helicase. inhibition, % at 10.9 µM;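 active means inhibition above the mean of all tested compounds plus 3 SD, set per campaign, cut at about 35% in these data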;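 further: 0% = DMSO wells and 100% = thioflavine S control wells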
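Assay system: hepatitis C virus NS3 helicase domain fragment enzyme. Also added: annealed dual-labelled DNA beacon duplex, ATP-started. Timing: 1 h reaction at 25 °C, ATP-initiated. Technique: Cy5 fluorescence at 0 and 60 min, beacon hairpin quenching. Evaluation: % inhibition of unwinding. Replication: one well per compound.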
FID counter: compounds displacing fluorescent DNA intercalator, primary screen, artefact control for HCV NS3 helicase inhibitor project, biochemical, FID fluorescence | hit rate 0.17% among 290,000 | inhibition, % at 7.9 µM | DNA fluorescent intercalator displacement; in the data active means inhibition above about 37%;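 further: 0% = vehicle and 100% = reference compound; higher means more ethidium bromide displaced from hairpin DNA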
IDE cell inh: human IDE inhibitors in live cells, primary screen, fluorescence polarization, HEK cells, FAbetaB substrate; hit rate 0.41% among 320,000; Insulin-degrading enzyme (Homo sapiens), P14735; FAbetaB cleavage; inhibition, % at 5.59 µM;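 active means percent inhibition above the average of all tested compounds plus 3 SD, set per screening campaign, cut at about 16% in these data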;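 further: IDE supplied by intact live HEK cells; FP after avidin binding of uncleaved biotin substrate so inhibition keeps polarization high; 0% = DMSO wells and 100% = 60 µM reference IDE inhibitor Ii1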
Target sequence (P14735 whole entry, looked up): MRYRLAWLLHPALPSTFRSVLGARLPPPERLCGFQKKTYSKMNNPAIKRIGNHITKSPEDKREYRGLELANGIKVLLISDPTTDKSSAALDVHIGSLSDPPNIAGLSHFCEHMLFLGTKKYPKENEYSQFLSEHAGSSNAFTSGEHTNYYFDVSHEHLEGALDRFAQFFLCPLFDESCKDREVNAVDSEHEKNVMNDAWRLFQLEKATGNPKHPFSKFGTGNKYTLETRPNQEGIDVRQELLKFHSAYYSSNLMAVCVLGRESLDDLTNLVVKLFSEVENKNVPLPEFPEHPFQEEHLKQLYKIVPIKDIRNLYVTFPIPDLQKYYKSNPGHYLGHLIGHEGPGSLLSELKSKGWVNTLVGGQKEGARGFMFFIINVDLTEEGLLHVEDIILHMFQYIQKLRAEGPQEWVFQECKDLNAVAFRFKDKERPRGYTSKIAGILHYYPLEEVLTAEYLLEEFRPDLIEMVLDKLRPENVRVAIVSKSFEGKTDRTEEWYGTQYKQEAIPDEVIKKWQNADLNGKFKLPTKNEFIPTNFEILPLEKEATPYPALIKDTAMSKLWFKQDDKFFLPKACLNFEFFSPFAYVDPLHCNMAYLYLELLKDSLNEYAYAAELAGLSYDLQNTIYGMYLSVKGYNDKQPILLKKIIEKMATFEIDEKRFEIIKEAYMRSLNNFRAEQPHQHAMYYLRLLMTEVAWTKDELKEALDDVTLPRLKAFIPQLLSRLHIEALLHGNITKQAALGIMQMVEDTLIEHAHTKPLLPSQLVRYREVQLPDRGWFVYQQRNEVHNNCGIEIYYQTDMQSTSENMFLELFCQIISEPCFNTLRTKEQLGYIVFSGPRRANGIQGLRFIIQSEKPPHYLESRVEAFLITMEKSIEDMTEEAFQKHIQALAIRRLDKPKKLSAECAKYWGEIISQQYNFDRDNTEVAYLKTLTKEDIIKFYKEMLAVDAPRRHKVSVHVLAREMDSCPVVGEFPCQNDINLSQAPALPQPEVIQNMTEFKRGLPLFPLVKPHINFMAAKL
p-CIP stab down: p/CIP-EGFP fusion destabilizers, primary screen, fluorescence, F442A cells; Q05BA5; 16 h; decrease of EGFP signal, % at 10 µM; hit rate 0.01% among 290,000; AID 1984, 2009;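 active means EGFP signal decrease of at least 30% at 10 µM or well 3 SD below plate mean, unless failing retest; inactive means the rest, including hits failing retest or dose response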; further: some compounds called inactive have numbers as strong as hits; many of its hits are not listed in these tables
IDE cell activ: human IDE activators in live cells, primary screen, fluorescence polarization, HEK cells, FAbeta-B substrate. activation, % at 5.96 µM. hit rate 0.073% among 340,000. Insulin-degrading enzyme (Homo sapiens), P14735. FAbeta-B cleavage; 0% vehicle, 100% cell-free pure enzyme wells;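 active means activation above the mean of all tested compounds plus 3 SD, set per screening campaign, cut at about 17% in these data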
UBC9 SUMO inh: inhibitors of in vitro SUMOylation cascade, primary screen, biochemical, HTRF, uHTS. AID 2006, 2009. inhibition, % at 35 µM. HTRF SUMOylation assay, SAE1/SAE2 + UBC9. SUMO-conjugating enzyme UBC9 (Homo sapiens), P63279. hit rate 0.36% among 290,000; in the data active means inhibition above about 50%, passing the limit was not always enough; further: strong numbers were not always called active
VIM-2 inh: VIM-2 metallo-beta-lactamase inhibitors, primary screen, biochemical, epi-absorbance readout, Pseudomonas aeruginosa enzyme | purified VIM-2, nitrocefin hydrolysis, epi-absorbance fluorescence | inhibition, % at 5.6 µM | hit rate 0.89% among 290,000 | AID 1527, 2009;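 active means inhibition above the mean of all tested compounds plus 3 SD, cutoff set per screening run, cut at about 7.5% in these data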;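 further: red hydrolysis product quenches plate fluorescence so inhibitors raise well fluorescence; 0% = enzyme with DMSO and 100% = DMSO without enzyme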
M18AAP inhibitor: PfM18AAP inhibitors, malaria aminopeptidase, primary screen, biochemical, QFRET, recombinant enzyme. M18 aspartyl aminopeptidase (Plasmodium falciparum 3D7). H-Glu-NHMec fluorogenic cleavage. hit rate 1.2% among 290,000. inhibition, % at 7.35 µM;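 active means inhibition above the campaign mean inhibition over all tested compounds plus 3 SD, cut at about 28% in these data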;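 further: 0% = plate median of test compound wells and 100% = 2 mM ZnCl2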
Active calls of the source: *; · = not tested or not shown.

Results follow in this order: UBC9 SUMO inh	VIM-2 inh	IDE cell activ	M18AAP inhibitor	HCV NS3 hel inh	p-CIP stab down	IDE cell inh	IMP-1 inhibitor	FID counter
- CCOc1ncccc1C(=O)N1CCN(c2cccc(C)c2C)CC1
  1.7	-2.7	-1.0	-7.8	0.1	-9.4	·	-1.8	-37.8
- CCOC(=O)C1CCN(CC(=O)N2C(C)CCCC2C)CC1 (stereo not given)
  29.0	-4.7	2.3	3.5	2.4	4.5	0.8	-1.8	3.2
- O=C(O)CN=C(NS(=O)(=O)c1ccccc1)c1ccccc1
  14.3	-2.5	3.9	2.6	-1.5	-0.1	-3.4	-4.8	4.1
- O=[N+]([O-])c1cccc(-c2nc(N3CCOCC3)c3ccccc3n2)c1
  -5.4	-1.1	·	-2.5	-11.5	18.1	·	-1.3	-0.9
- Cc1cc(C(=O)Nc2cccc3ccccc23)n(-c2ccccc2)n1
  -2.5	-1.1	0.9	-4.3	-22.3	7.6	-0.6	-2.1	-17.2
- COc1ccc(C)cc1S(=O)(=O)N1CCN(Cc2ccccc2)CC1
  8.4	-1.6	4.5	-2.8	-7.8	-9.3	-3.3	-0.4	-9.4
- Cc1cnc(C(=O)OCC(=O)NCc2ccc3c(c2)OCO3)cn1
  19.0	3.9	0.2	-9.5	16.4	-7.2	-0.8	-1.8	2.2
- CCNC(=S)N/N=C/c1ccc(OCCOc2ccccc2C)cc1
  9.9	-1.0	8.8	-6.9	2.3	6.2	1.1	-2.8	0.6
- COC(=O)[C@@H](NC(=O)NCc1ccccc1Cl)C(C)C
  14.0	-1.8	5.4	-11.8	15.7	-10.9	1.1	-3.2	-1.2
- COc1nc(-c2ccccc2)ccc1-c1noc(-c2cccs2)n1
  ·	-2.0	3.9	9.5	-6.8	·	6.6	-2.4	-5.2
- Cc1cc(N2C(=O)c3ccc(C(=O)Nc4ccc(CC(=O)O)cc4)cc3C2=O)no1
  -3.8	1.8	1.5	13.6	14.6	-1.8	-2.9	-1.5	1.2
- CC1CC(O)(Cc2ccccc2)C(C)CN1C (stereo not given)
  -3.0	-1.9	3.5	-3.2	4.5	-15.4	0.9	-1.8	-5.5
- Cc1cc(C)c2nc(N3CCC(C(=O)NCCN4CCOCC4)CC3)sc2c1
  2.1	-0.8	-2.9	7.5	-20.1	-53.2	6.6	-3.1	17.3
- O=C(COC(=O)c1cnc(Cl)c(Cl)c1)NCc1ccc2c(c1)OCO2
  -5.2	-4.6	2.2	1.5	3.3	-9.3	3.9	-0.2	-2.0
- CCn1cnc2cc(NCc3ccc(Br)cc3)ccc21
  18.4	-2.4	·	-14.9	-7.0	-1.0	0.3	-3.7	-4.7
- COCCN(C(=O)c1ccccc1OC1CCN(S(C)(=O)=O)CC1)C(C)C
  13.2	-0.4	2.1	5.9	3.1	-2.2	2.6	-3.6	-20.3
- Cn1c(=O)c2cc(S(=O)(=O)NCCC(=O)NCCc3ccc(Cl)cc3)ccc2n(C)c1=O
  6.7	0.1	-7.7	6.8	-3.6	0.8	4.2	-1.2	-8.8
- O=c1[nH]c2ccc(Cl)cc2c(-c2ccccc2)c1SC(=S)N1CCOCC1
  -52.9	-3.5	-14.2	1.7	3.4	9.1	4.6	-0.8	-9.8
- CCNC(=O)/C(C#N)=C/c1c(N2CCN(c3cccc(Cl)c3)CC2)nc2c(C)cccn2c1=O
  -12.6	-0.8	-2.0	-9.2	-15.1	-0.5	·	-0.9	-29.9
- Cc1cccn2c(=O)c(C(=O)NC3CCCCC3)c(O)nc12
  -0.6	3.8	2.6	-12.4	1.4	-4.1	-1.5	-1.1	-28.7
- COc1ccc(CCn2c(NCCCN3CCOCC3)nc3c2c(=O)[nH]c(=O)n3C)cc1
  6.8	0.8	0.9	-4.7	-14.9	0.9	0.2	-0.9	1.4
- COc1cccc(-c2cc(C(=O)NCc3ccco3)c3ccccc3n2)c1
  13.5	-1.4	-1.9	6.8	18.6	-10.7	-2.5	-1.8	-23.6
- CC(C)NS(=O)(=O)c1ccc(CCC(=O)NCc2ccco2)cc1
  6.9	-0.3	0.6	5.4	2.4	-6.2	5.3	-2.8	-5.0
- CNC(=O)c1ccccc1Sc1cccc2cccc(C(=O)O)c12
  20.6	-2.2	1.1	-5.1	3.3	-5.6	-4.6	-2.3	1.6
- COc1ccccc1N=C1SC(C(=O)Nc2cccc(Cl)c2Cl)C(N)=C1C(N)=O (stereo not given)
  10.2	-3.4	0.2	4.5	-8.2	1.1	-5.2	-2.2	-10.0
- O=C(Nc1ccccc1SCC1CSc2nc3ccccc3c(=O)n21)c1ccccc1 (stereo not given)
  3.0	-0.8	-36.8	5.0	4.6	-4.6	18.2*	-2.7	-15.6
- Cc1cc(NC(=O)C2CC(=O)N(c3ccccc3)C2)no1 (stereo not given)
  9.8	-2.7	-6.7	5.0	5.4	12.3	2.9	-1.7	-1.9
- NC(=S)N/N=C/c1ccccc1OC(=O)/C=C/c1ccccc1
  15.1	-3.5	4.4	0.0	-5.5	-7.0	-0.5	-4.6	-39.4
- COc1ccc(OC)c(C(C)NC(=O)c2ccco2)c1 (stereo not given)
  1.3	-3.2	0.5	-1.6	-0.8	-4.0	0.3	-4.4	-1.4
- CC1CCCCN1C(=O)C1CCN(c2nc(-c3ccccc3)nc3c2CCC3)CC1 (stereo not given)
  3.5	0.7	-8.9	1.8	-11.1	-7.5	-0.8	-1.6	-12.4
- COc1ccc(Cn2c(=O)[nH]c3cc(C(=O)NCCCN4CCCC4)ccc3c2=O)cc1
  14.3	-0.5	2.6	3.8	-14.4	-2.8	5.2	1.4	17.4
- Cc1cc2cc(C)c3nnc(SCC(=O)N4CCc5ccccc54)n3c2cc1C
  -8.8	2.3	·	-0.9	9.8	-2.4	·	-0.9	-2.1
- Cc1ccc2c(CC(=O)OC(C)C(=O)Nc3ncc(Cl)cc3Cl)coc2c1 (stereo not given)
  -8.2	0.5	-5.2	0.5	2.6	-16.5	-7.5	-0.3	-26.7
- CSc1sc(C(=O)NNC(C)=O)c2c1C=CCC2
  18.7	-1.5	·	-7.7	10.1	-3.7	-0.1	-2.2	-2.1
- COc1ccc(-c2cc(N)n(S(=O)(=O)c3ccc(F)cc3)n2)cc1OC
  10.8	1.9	-3.6	2.3	11.6	-8.3	-0.2	1.7	-11.6
- COc1ccc(-n2ncc3c(N4CCCc5ccccc54)ncnc32)cc1
  15.1	-0.8	8.9	0.9	7.5	-3.6	·	-2.1	-18.1
- O=C(Nc1cccnc1)c1cc(-c2ccccc2)on1
  11.0	-1.5	-2.5	-0.6	-9.5	-3.7	0.1	-1.5	-7.8
- CCCn1nc(NC(C)=O)c2cc3cccc(C)c3nc21
  11.9	-1.2	2.4	-1.9	16.2	-15.5	3.5	-0.6	-20.1
- CN(C)Cc1cc(C(C)(C)C)c(O)c(C(C)(C)C)c1
  8.2	-2.3	-0.2	-7.9	-1.5	-2.1	5.9	-2.4	-1.3
- O=C(CCNS(=O)(=O)c1ccccc1)N1CCOCC1
  4.7	-0.4	0.2	-1.7	5.4	7.8	-2.7	-0.1	-1.4
- Cn1c(=O)c2c(nc(SCC(=O)NCc3ccc4c(c3)OCO4)n2Cc2ccc(F)cc2)n(C)c1=O
  6.8	-0.2	6.6	6.3	14.1	-0.5	-2.2	0.0	-5.5
- CS(=O)(=O)Oc1ccc(Br)cc1/C=C1/N=C(c2ccco2)OC1=O
  -14.2	-4.1	-2.7	-0.3	4.3	0.8	0.6	-1.6	-12.6
- C=CCOc1ccc(/C=C2\N=C(C)OC2=O)cc1OC
  14.7	-0.4	3.2	-5.7	-2.6	-0.1	-3.0	-0.8	-5.2
- CCOc1cc(/C=N/Nc2nc(=O)[nH]nc2C)ccc1O
  2.2	-4.1	4.3	13.7	-5.7	-4.1	2.5	-3.8	0.5
- CCOC(=O)c1cc2c(=O)n3cccc(C)c3nc2n(Cc2cccnc2)c1=N
  ·	-1.4	·	-5.4	2.3	·	·	-3.1	2.4
- O=C(CNC(=O)c1ccccc1Cl)NC1CCN(Cc2ccccc2)CC1
  5.3	-1.9	2.9	0.8	10.8	-4.9	5.4	-7.5	-3.0
- O=C(N1CCOCC1)C12CC3CC(C1)CC(C(=O)N1CCOCC1)(C3)C2
  7.2	-1.9	0.5	-7.4	6.0	-4.3	1.5	-2.4	-5.3
- CCOc1cccc2c1OC1(C)CC2NC(=O)N1c1cccc(Cl)c1 (stereo not given)
  14.6	-2.1	5.6	-9.6	-4.7	-11.0	-1.0	-2.8	-15.7
- O=C(COc1ccc(Br)cc1Cl)c1ccc[nH]1
  3.6	-3.2	-2.6	-4.8	-2.2	-0.3	-8.8	-3.9	-6.6
- COc1ccccc1CNC(=O)CN(c1cccc([N+](=O)[O-])c1)S(C)(=O)=O
  10.6	-0.4	3.0	-3.6	-5.8	-18.6	-0.3	-0.6	0.9
- Cc1cccc(NC(=O)CNC(=O)COc2ccc(-c3ccc(C#N)cc3)cc2)c1C
  19.5	-5.4	3.0	2.1	-0.6	-1.7	12.4	-2.9	-1.4
- COc1ccc(/C=N/N=C2\SCC(=O)N2c2c(C)n(C)n(-c3ccccc3)c2=O)cc1OC
  4.5	-0.8	6.0	2.2	2.6	-16.1	-1.6	-2.3	-25.7
- COc1ccc(C(=O)c2cc([N+](=O)[O-])ccc2N2CCCC2)cc1
  7.3	-0.3	3.0	-1.3	3.6	-7.8	3.3	-1.4	2.4
- COc1ccccc1N(C(=O)Cn1nnc(-c2ccc(C)o2)n1)C(C(=O)NC1CCCC1)c1ccncc1 (stereo not given)
  25.8	-0.1	2.7	-10.4	-1.4	-4.2	-3.7	-1.8	-23.9
- Cc1cc(=O)oc2c3c(cc(OCC(=O)NCc4ccncc4)c12)OC(C)(C)CC3
  41.8	0.7	-18.8	1.3	1.1	-3.1	21.6*	-3.4	-30.3
- Cc1cc(C)c(C2=Nn3c(C)nnc3SC2C)cc1C (stereo not given)
  -14.0	0.0	2.0	-0.3	-6.6	-6.5	-1.5	-3.3	-22.0
- COc1ccc(OC)c(CNC(=O)Cc2c(C(=O)O)[nH]c3ccccc23)c1
  37.7	-1.2	0.3	2.7	12.0	-8.3	1.5	0.2	-23.9
